Screens from PubChem.
mIDH1 inhibitor: blocks human mutant IDH1 R132H enzyme. O75874. IDH1-R132H enzyme, NADPH consumption, diaphorase/resazurin fluorescence. Potency, µM (series often up to 76.6 µM), for inactives: at the highest dose activity change, negative = inhibition, most hits filed as inhibitors. 390,000 compounds, 0.093% hits. AID 602179; also: potency is read from the fitted curve at half-maximal effect; % is scaled to controls: 0 for no effect and ±100 for the full control effect; nearly all actives have a fitted effect of over 65% in size
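IDH1-R132H (0.5 ug/mL) preincubated 30 min with compound, then NADPH (0.016 mM) and alpha-KG (2 mM) added; 80 min at RT, pH 7.5. Remaining NADPH coupled via diaphorase/resazurin to fluorescence (540/590 nm); concentration-response curves normalized to no-enzyme control.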
TrxR1 inh: inhibitors of rat thioredoxin reductase 1. O89049. recombinant rTrxR1, NADPH fluorescence consumption, selenite substrate. Potency, µM (titrated, usually from 114 µM), without a hit: top-dose activity change, negative = inhibition, actives largely listed as inhibitors. 390,000 compounds, 1% hits; also: potency is read from the fitted curve at half-maximal effect; % is scaled to controls: 0 for no effect and ±100 for the full control effect; nearly all actives have a fitted effect of over 65% in size
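Rat TrxR1 (90 nM in the dispensed reagent) was pre-reduced with 400 uM NADPH for 5 min at room temperature, then incubated with compound for 15 min. After 400 uM selenite was added, NADPH fluorescence (Ex 340/Em 450 nm) was followed for 8 min.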
Pin1 inhibitor: human Pin1 inhibition | Pin1 FP peptide displacement, HiFluor488, 10 min | Potency, µM (doses to about 115 µM), inactives show at the top dose activity, negative = inhibition, actives largely listed as inhibitors | 390,000 compounds, 0.009% hits | AID 504891; active = well fitted inhibition curve with a large enough effect in the polarisation, with a control signal flat, not every such curve was filed as active; inconclusive = small, poorly fitted or top-dose-only effect, or effect the other way, or a change in a side signal; inactive = no such curve, though single readings can be large or run the other way; the % refers to the polarisation; also: potency is read from the fitted curve at half-maximal effect; % is scaled to controls: 0 for no effect and ±100 for the full control effect
Target sequence (Q13526 whole entry, looked up): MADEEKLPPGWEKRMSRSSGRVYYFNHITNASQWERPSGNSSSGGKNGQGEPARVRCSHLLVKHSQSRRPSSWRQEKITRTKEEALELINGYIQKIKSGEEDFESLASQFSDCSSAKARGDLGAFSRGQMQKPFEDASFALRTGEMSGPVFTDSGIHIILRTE
TRHR PAM: TRH receptor (human) allosteric enhancement; TRHR cells, fluo-8 calcium fluorescence, EC20 TRH enhancement; enhancement, % at 2 µM; 360,000 compounds, 0.66% hits; in the data active = enhancement above about 30%; also: 0% is about no effect
Target sequence (P34981 whole entry, looked up): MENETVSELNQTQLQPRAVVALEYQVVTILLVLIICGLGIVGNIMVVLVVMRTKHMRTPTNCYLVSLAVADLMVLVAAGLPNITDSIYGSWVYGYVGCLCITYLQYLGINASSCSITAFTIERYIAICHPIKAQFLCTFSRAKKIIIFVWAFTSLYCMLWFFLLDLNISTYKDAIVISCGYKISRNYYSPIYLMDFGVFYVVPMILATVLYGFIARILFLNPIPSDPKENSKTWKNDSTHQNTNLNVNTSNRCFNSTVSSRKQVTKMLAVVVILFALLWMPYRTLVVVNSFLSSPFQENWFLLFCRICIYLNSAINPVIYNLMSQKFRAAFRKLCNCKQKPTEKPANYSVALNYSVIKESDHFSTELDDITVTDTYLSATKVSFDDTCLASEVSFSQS
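TRHR-expressing cells loaded with fluo-8 calcium dye were read kinetically (ex 480/em 530) during compound addition, then stimulated with an EC20 of TRH (10 nM final). Enhancement of the Gq-mediated intracellular calcium response was scored.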
USP1 inh: blocks the human USP1/UAF1 deubiquitinase complex; O94782; recombinant USP1/UAF1, Ub-Rhodamine cleavage fluorescence; Potency, µM (titrated, usually from 57.1 µM), for inactives: at the highest dose activity change, negative = inhibition, hits mostly inhibitors; 390,000 compounds, 0.23% hits; also: potency is read from the fitted curve at half-maximal effect; % is scaled to controls: 0 for no effect and ±100 for the full control effect; nearly all actives have a fitted effect of over 60% in size; inactives centre near -12
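Step one: compound is pinned into 1nM USP1/UAF1 in HEPES pH 7.8 buffer with TCEP. Step two: 15 min room-temperature incubation. Step three: Ub-Rho (150nM final) starts cleavage, tracked by fluorescence over six one-minute reads.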
D2 ag: activates the human D2 dopamine receptor | activation, % at 2 µM | P14416 | HEK293 T-REx D2 cells, calcium flux agonist mode | 340,000 compounds, 0.53% hits;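 active = activation over 3 SD above normal in the single-dose calcium agonist read, cut at about 30% in these data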; also: 0% is about no effect
Target sequence (P14416 whole entry, looked up): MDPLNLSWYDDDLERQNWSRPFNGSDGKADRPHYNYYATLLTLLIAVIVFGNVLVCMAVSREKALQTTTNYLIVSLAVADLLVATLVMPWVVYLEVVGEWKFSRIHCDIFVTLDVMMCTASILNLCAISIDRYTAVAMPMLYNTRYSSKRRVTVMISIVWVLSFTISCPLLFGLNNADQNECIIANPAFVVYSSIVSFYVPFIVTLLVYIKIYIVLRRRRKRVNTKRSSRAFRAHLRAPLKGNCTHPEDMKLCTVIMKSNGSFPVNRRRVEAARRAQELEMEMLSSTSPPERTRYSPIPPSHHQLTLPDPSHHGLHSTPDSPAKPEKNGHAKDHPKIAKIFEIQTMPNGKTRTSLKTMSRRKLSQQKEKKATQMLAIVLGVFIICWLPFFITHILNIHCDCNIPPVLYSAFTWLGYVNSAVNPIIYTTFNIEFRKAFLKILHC
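In this primary screen, compounds producing a positive calcium signal within 180 s of addition to tetracycline-induced, force-coupled HEK293 Trex D2 cells are flagged; cells are dye-loaded with a no-wash calcium kit beforehand.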
D2 antag: antagonists of human D2 dopamine receptor | P14416 | HEK293 TREx D2 cells, calcium flux, dopamine EC80 | inhibition, % at 10 µM | 340,000 compounds, 2% hits; in the data active = inhibition above about 30%; also: 0% is about no effect
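Overnight-induced (tetracycline, 30 C) HEK293 T-REx cells carrying force-coupled D2 receive a no-wash calcium dye, then compound, then EC80 dopamine at 180 s; signals are read kinetically throughout.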
TRHR ag: TRH receptor (human) agonism; 360,000 compounds, 0.18% hits; activation, % at 2 µM; AID 493084; P34981; TRHR cells, calcium flux fluo-8, FDSS agonist mode; in the data active = activation above about 30%; also: 0% is about no effect
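Agonist-mode FDSS calcium read (Ex 480/Em 530, 1 s cycles) in 1536-well TRHR cells with fluo-8 dye, after 10-cycle baseline and 23 nL compound addition; TRH at EC20 (10 nM final) added afterwards for the enhancer phase.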
TrxR1 substrate: rat thioredoxin reductase 1 substrate activity. 390,000 compounds, 0.01% hits. O89049. purified TrxR1 substrate turnover, NADPH consumption readout. Potency, µM (top dose mostly 114 µM), inactives show at the highest dose activity change, negative = substrate turnover. AID 588456; also: potency is read from the fitted curve at half-maximal effect; % is scaled to controls: 0 for no effect and ±100 for the full control effect; nearly all actives have a fitted effect of over 50% in size
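Rat TrxR1, dispensed at 90 nM, was prereduced with 400 uM NADPH (final) for 5 min at ~22 deg C, then incubated with compound 15 min before 400 uM selenite. A first-read NADPH fluorescence drop versus no-compound background flagged substrates.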
* hit, by the source's call; ? = inconclusive; . = not tested or not shown; & = joins results of further samples; [ ] = remark or other dose. Unless noted, calls follow the shape of the dose curve; as a rule, active = well fitted inhibition curve with a large enough effect; inconclusive = small, poorly fitted or top-dose-only effect; inactive = no such curve, though single readings can be large or run the other way. Only part of the results is shown; count on the stated rates, not on these rows.

Letters – A = mIDH1 inhibitor; B = TrxR1 inh; C = Pin1 inhibitor; D = TRHR PAM; E = USP1 inh; F = D2 ag; G = D2 antag; H = TRHR ag; I = TrxR1 substrate
> CN(C)c1ccc(NC(=O)CSc2nnc(C3CCCCC3)n2N)cc1
  A: -9%; B: 9%; C: -5%; D: 13; E: -7%; F: -0.5; G: -8; H: 0.1; I: -2%
> CCC(=O)Nc1cc2c(C)cc(=O)oc2cc1C
  A: 6%; B: 4%; C: 0%; D: 3; E: -13%; F: 1.1; G: 12; H: -0.6; I: 43%[activator]
> COc1ccc(-n2ccnc(SCC(=O)NC3CCCC3)c2=O)cc1OC
  A: 5%; B: 16%; C: -1%; D: 16; E: -5%; F: -0.2; G: 10; H: 0.7; I: 0%
> O=C(NCc1cccnc1)c1cccc(C(F)(F)F)c1
  A: 15%; B: 27%; C: -4%; D: 2; E: -13%; F: .; G: .; H: -0.4; I: 3%
> O=C(Cn1nc(C(F)(F)F)c2c1CCCC2)N1CCOCC1
  A: 11%; B: 16%; C: -4%; D: -2; E: -22%; F: 0.0; G: 11; H: 0.0; I: 6%
> Cc1cc(C)n(CCC(=O)Nc2cccc(F)c2)n1
  A: 3%; B: 13%; C: 4%; D: -4; E: 0%; F: -0.2; G: 3; H: -0.3; I: -3%
> N#CC1(NC(=O)COC(=O)CSc2ccc(F)cc2)CCCCC1
  A: 9%; B: -6%; C: -4%; D: 0; E: -11%; F: 0.2; G: -7; H: -0.7; I: -3%
> Cc1c(C)n(C)c2ccc(C(=O)Nc3cccc4ccccc34)cc12
  A: 1%; B: 8%[57.1 µM]; C: 10%; D: .; E: -22%; F: .; G: .; H: .; I: 9%[57.1 µM]
> COCc1nc(-c2ccc(-c3ccccc3)nc2OC)no1
  A: 3%; B: 16%[57.1 µM]; C: -5%; D: 5; E: -20%; F: 0.2; G: 42*; H: -0.5; I: 12%[57.1 µM]
> CCCOc1ccc(/C=C/C(=O)Nc2sc(C)c(C)c2C(=O)OCC)cc1OC
  A: 1%; B: ?; C: -15%; D: 0; E: -9%; F: 0.2; G: .; H: 0.5; I: -2%
> Cc1cccc(NC(=O)Nc2ccccc2)n1
  A: 5%; B: 3%; C: -10%; D: 0; E: -17%; F: 0.5; G: 20; H: 0.3; I: -1%
> O=C(O)c1cccc(S(=O)(=O)Nc2cccc(S(=O)(=O)N3CCCCCC3)c2)c1
  A: 0%; B: -13%; C: -3%; D: -3; E: -10%; F: .; G: .; H: -0.1; I: -9%
> CC1CN(C(=O)CCC(=O)NCc2ccc(Cl)cc2)c2ccccc2O1 (configuration not stated)
  A: -6%; B: 21%[57.1 µM]; C: -8%; D: 1; E: -3%; F: .; G: .; H: -0.7; I: 4%[57.1 µM]
> CC(=O)c1cc2c(cc1NC(=O)c1cc(C)nn1-c1ccccc1)OCO2
  A: 1%; B: 11%; C: 1%; D: -4; E: -19%; F: 2.1; G: -9; H: 0.0; I: 25%
> Cn1c(=O)c2c(ncn2CC(=O)Nc2ccccc2N2CCOCC2)n(C)c1=O
  A: 3%; B: 12%; C: -6%; D: 2; E: -10%; F: 0.4; G: 1; H: -0.1; I: 3%
> CCCc1nccn1S(=O)(=O)c1cc(Br)ccc1OC
  A: -5%; B: 12%[57.1 µM]; C: -1%; D: 4; E: -14%; F: 0.0; G: .; H: 0.5; I: -3%[57.1 µM]
> COc1cc(/C=N/NC(=O)c2cc(-c3cccn3C)n[nH]2)cc(OC)c1OC
  A: 11%; B: -20%; C: -7%; D: -7; E: -7%; F: -0.1; G: 7; H: 0.0; I: -3%[57.1 µM]
> CCCCC/C(=N\NC(=O)Nc1ccccc1)c1ccccc1
  A: 6%; B: 24%[57.1 µM]; C: ?; D: 6; E: -4%; F: 0.4; G: 6; H: 0.1; I: 5%
> COc1cccc(C(=O)N2CCC(C(=O)N3CCN(C)CC3)CC2)c1
  A: 0%; B: -3%; C: -1%; D: -4; E: -3%; F: .; G: .; H: -1.2; I: -4%
> O=C(CN1C(=O)NC2(CCOc3ccccc32)C1=O)c1ccc(F)cc1 (configuration not stated)
  A: -3%; B: 5%; C: ?; D: 1; E: -8%; F: 1.1; G: -7; H: 0.7; I: -4%

An excerpt from above in order of molar mass, smallest number first.
Letters – A = mIDH1 inhibitor; B = TrxR1 inh; C = Pin1 inhibitor; D = TRHR PAM; E = USP1 inh; F = D2 ag; G = D2 antag; H = TRHR ag; I = TrxR1 substrate
> Cc1cccc(NC(=O)Nc2ccccc2)n1
  A: 5%; B: 3%; C: -10%; D: 0; E: -17%; F: 0.5; G: 20; H: 0.3; I: -1%
> Cc1c(C)n(C)c2ccc(C(=O)Nc3cccc4ccccc34)cc12
  A: 1%; B: 8%[57.1 µM]; C: 10%; D: .; E: -22%; F: .; G: .; H: .; I: 9%[57.1 µM]
> N#CC1(NC(=O)COC(=O)CSc2ccc(F)cc2)CCCCC1
  A: 9%; B: -6%; C: -4%; D: 0; E: -11%; F: 0.2; G: -7; H: -0.7; I: -3%
> CCCc1nccn1S(=O)(=O)c1cc(Br)ccc1OC
  A: -5%; B: 12%[57.1 µM]; C: -1%; D: 4; E: -14%; F: 0.0; G: .; H: 0.5; I: -3%[57.1 µM]
> COc1ccc(-n2ccnc(SCC(=O)NC3CCCC3)c2=O)cc1OC
  A: 5%; B: 16%; C: -1%; D: 16; E: -5%; F: -0.2; G: 10; H: 0.7; I: 0%

Next results.
Letters – A = mIDH1 inhibitor; B = TrxR1 inh; C = Pin1 inhibitor; D = TRHR PAM; E = USP1 inh; F = D2 ag; G = D2 antag; H = TRHR ag; I = TrxR1 substrate
> CC(C)C(OC(=O)c1cccs1)C(=O)NCc1ccc(F)cc1 (configuration not stated)
  A: 2%; B: 8%; C: -2%; D: -5; E: -11%; F: -0.5; G: 6; H: -0.5; I: -4%
> O=C(/C=C/c1ccc(Br)cc1)c1ccc(NC(=O)c2ccco2)cc1
  A: 7%; B: ?; C: 148%[activator]; D: -5; E: -7%; F: -0.3; G: 3; H: -0.3; I: -3%&0%
> Cc1oc(-c2ccccc2Cl)nc1CSCC(=O)O
  A: -8%; B: 10%; C: 4%; D: 5; E: -24%; F: 0.0; G: -1; H: -0.2; I: 0%
> CC(=O)N1CCN(C2c3cccc4cccc(c34)C2NS(=O)(=O)c2ccccc2)CC1 (configuration not stated)
  A: 0%; B: -4%; C: -2%; D: 4; E: -29%; F: 1.2; G: -16; H: 1.2; I: -2%
> CN1CCCN(c2ccc([N+](=O)[O-])cc2)CC1
  A: -7%; B: 16%; C: -2%; D: 2; E: -8%; F: 0.8; G: 7; H: 0.7; I: -6%
> CC(=O)/C(C#N)=C1\NC(=O)C(Cc2ccccc2)S1 (configuration not stated)
  A: 2%; B: -16%; C: 0%; D: 6; E: -14%; F: -0.5; G: -17; H: 0.9; I: -11%
> CCN(CC)C(=O)Cn1cc(S(=O)(=O)CC(=O)NCCc2ccc(OC)c(OC)c2)c2ccccc21
  A: 4%; B: -4%; C: -9%; D: -1; E: -1%; F: 0.4; G: -3; H: 0.1; I: -6%
> COc1ccc(-n2c(=O)[nH]cc(C(=O)Nc3ccc4c(c3)OCO4)c2=O)cc1OC
  A: 4%; B: -5%; C: -7%; D: 3; E: -8%; F: 0.1; G: -1; H: 0.7; I: -10%
> CC(C)(C)c1ccc(C(=O)NCC(=O)OCC(=O)Nc2ccccc2[N+](=O)[O-])cc1
  A: -7%; B: 5%; C: 8%; D: 0; E: -8%; F: 0.5; G: 11; H: -1.0; I: -4%
> Cc1ccc(NC(=O)CCn2cccc2)cc1
  A: -9%; B: 9%; C: 0%; D: 5; E: -13%; F: 0.4; G: -11; H: 0.1; I: 4%
> CN(Cc1ccccc1)C(=O)c1ccc2c(c1)N(Cc1ccc(Cl)cc1)C(=O)c1ccccc1S2=O (configuration not stated)
  A: 11%; B: 13%; C: -2%; D: -2; E: -21%; F: 0.5; G: .; H: 0.4; I: 0%
> CCN(CC)C(=O)CSc1nc2ncc(Cl)cc2[nH]1
  A: 2%; B: 5%; C: -8%; D: 1; E: -10%; F: -0.3; G: 14; H: -0.7; I: -4%
> CCN1CCN(CCCN(Cc2cccs2)C(=S)Nc2ccccc2C)CC1
  A: -9%; B: 4%; C: -3%; D: 10; E: -9%; F: 3.2; G: 11; H: 0.3; I: -8%
> CC(C)(C)c1ccc(-c2nc3n(c(=O)c2C#N)CCS3)cc1
  A: -5%; B: 6%[57.1 µM]; C: -1%; D: -12; E: ?; F: 0.3; G: -5; H: 1.2; I: -2%[57.1 µM]
> COc1ccc(CCNC(=O)C2CCN(Cc3nc(-c4cccc(Cl)c4)oc3C)CC2)cc1OC
  A: -1%; B: 8%; C: 5%; D: -11; E: -4%; F: 1.7; G: 1; H: 1.1; I: 0%
> COc1ccc(NC(=O)Nc2nc3c(s2)CCCC3)cc1
  A: 1%; B: 2%; C: -2%; D: 1; E: -10%; F: -0.4; G: -23; H: 0.3; I: 2%
> Nc1nc(SCC(=O)Nc2cccnc2Cl)n[nH]1
  A: 8%; B: 8%; C: -2%; D: 0; E: -14%; F: 0.3; G: 7; H: 0.3; I: 2%
> CCCn1c(=O)c2ccccc2n2c(SCC(=O)c3ccccc3)nnc12
  A: 6%; B: -19%[57.1 µM]; C: 11%; D: 4; E: -12%; F: -1.1; G: -4; H: -0.9; I: 10%[57.1 µM]
> Cc1ccnc(SCc2cc(=O)c(OC(=O)c3ccc(S(=O)(=O)N(C)C)cc3)co2)n1
  A: -2%; B: 10µM*; C: 2%; D: 7; E: -9%; F: 0.0; G: 5; H: -0.4; I: 2%
> Cc1ccc(NC(=O)N2CCC(C(N)=O)CC2)cc1
  A: 0%; B: 3%; C: 5%; D: -5; E: -9%; F: 0.5; G: 4; H: 0.3; I: -3%
> O=C(c1cc(Br)c(Br)s1)N1CCN(c2ccccn2)CC1
  A: 11%; B: -4%; C: -5%; D: 3; E: ?; F: 0.6; G: 2; H: 1.1; I: -6%
